All columns: NCI-60 one-dose screen, growth in % after 48 h at 10 µM unless noted; 100 = growth as untreated, 0 = no growth, -100 = all killed.
EKVX: EKVX NSCLC; AID 1794765; 71,000 compounds, 3% hits
HOP-92: HOP-92 NSCLC cells | 71,000 compounds, 6.3% hits | AID 1794738
M14: M14 melanoma. 80,000 compounds, 6.2% hits. AID 1794745
A549/ATCC: A549/ATCC NSCLC | 81,000 compounds, 3.7% hits | AID 1794740
SK-MEL-5: SK-MEL-5 melanoma. 80,000 compounds, 6.4% hits. AID 1794755
SK-MEL-28: SK-MEL-28 melanoma. 81,000 compounds, 4.1% hits. AID 1794761
HOP-62: HOP-62 NSCLC; 80,000 compounds, 3.9% hits
CCRF-CEM: CCRF-CEM leukemia; AID 1794778; 77,000 compounds, 7% hits
* hit, by the source's call; x = no result given; & = joins results of further samples; [ ] = dose if it differs, or a comment. Rule for the calls: active = growth percent below 10; inactive = the rest.

SMILES	EKVX	HOP-92	M14	A549/ATCC	SK-MEL-5	SK-MEL-28	HOP-62	CCRF-CEM
CC1(CNC(=O)C(=O)NCC2(C)CO2)CO1 (stereo unspecified)	107	x	90	75	95	108	104	63
O=C(CCCCCCN1CC(=O)N2[C@@H](c3ccc(Cl)cc3)c3[nH]c4ccccc4c3C[C@H]2C1=O)NO	86	15	59	94	62	46	66	19
COc1ccc(CN2CC(C#N)C(O)C2=O)cc1OC (stereo unspecified)	99	x	104	100	101	110	103	111
CCCCCCCCCC(=O)Oc1ccc(/C(=C(/C)Cc2cccc(OC)c2)c2ccc(OCCN(C)C)cc2)cc1	95	113	105	108	107	114	111	103
COc1ccc(C(=O)c2cc3c(N)c(C(=O)Nc4cccc(OC)c4)sc3nc2C)cc1	35	85	13	25	15	57	42	7.1*
Cc1ccc2[nH]c(=O)c([N+](=O)[O-])c(N=[N+]=[N-])c2c1	89	80	88	85	97	114	62	70
C(/C=C/c1ccccc1)=Nc1ccc(CCc2ccc(N=C/C=C/c3ccccc3)cc2)cc1	121	107	90	104	97	109	98	95
COc1cccc(Oc2nc(Nc3ccc(N4CCOCC4)cc3)ncc2NC(N)=O)c1	93	x	103	91	88	98	86	61
CS(=O)(=O)c1ccc(C(=O)N/N=C/c2ccc(Cl)cc2)cc1	103	x	105	x	98	112	96	96
C=C1[C@@H](C)[C@H]2[C@H](Cc3ccccc3)NC(=O)[C@]23OC(=O)/C=C/[C@H](OC(C)=O)CCC[C@@H](C)C/C=C/[C@H]3[C@@H]1OC(C)=O	66	33	81	64	84	83	87	80

Record cards, as listed above. Order of values: EKVX	HOP-92	M14	A549/ATCC	SK-MEL-5	SK-MEL-28	HOP-62	CCRF-CEM
C=C1[C@@H](C)[C@H]2[C@H](Cc3ccccc3)NC(=O)[C@]23OC(=O)/C=C/[C@H](OC(C)=O)CCC[C@@H](C)C/C=C/[C@H]3[C@@H]1OC(C)=O across the screens: 66	33	81	64	84	83	87	80
CS(=O)(=O)c1ccc(C(=O)N/N=C/c2ccc(Cl)cc2)cc1 across the screens: 103	x	105	x	98	112	96	96

(next part)
SMILES	EKVX	HOP-92	M14	A549/ATCC	SK-MEL-5	SK-MEL-28	HOP-62	CCRF-CEM
C=C(C)[C@@H]1CC[C@]2(COC(=O)c3ccco3)CC[C@]3(C)[C@H](CC[C@@H]4[C@@]5(C)CC[C@H](OC(=O)c6ccco6)C(C)(C)[C@@H]5CC[C@]43C)[C@@H]12	108	125	123	104	98	98	109	102
CCN(CC)S(=O)(=O)c1cccc([N+](=O)[O-])c1	99	88	85	65	98	108	74	102
COc1ccc(C(=O)c2cc(OC)c(OC)c(OC)c2)cc1/C=C/C(=O)c1cc(OC)c(OC)c(OC)c1	x	84	81	93	87	91	117	60
Cc1ccc(S(=O)(=O)N2CCc3c([nH]c4ccccc34)C2c2ccc(C=O)cc2)cc1 (stereo unspecified)	84	89	87	85	89	97	83	84
Cc1ccc(NC(=O)CSc2nc3ccccc3nc2C)cc1	x	68	93	77	67	95	115	81
CCCCCCCO	x	89	98	102	99	98	99	103
Fc1ccc(-c2nc(C(Cl)Cl)nc3cc(-c4ccccc4)nn23)cc1	0.3*	13	-41*	-45*	57	-14*	-19*	30
O=C(COc1ccc(Cl)cc1)OCCCl	96	97	94	94	103	97	71	100
NC(=Nc1cccc2ccccc12)SCCSC(N)=Nc1cccc2ccccc12	93	x	93	91	99	107	83	98
CNCCn1c2ccccc2c2nc3cc(C)c(C)cc3nc21	60	42	88	96	89	103	77	65
NCc1ccncc1	89	x	114	103	108	110	105	x
COc1ccc(/C=C/C(=O)c2ccc(NC(=O)CN3CCN(c4cc5c(cc4F)c(=O)c(C(=O)O)cn5C4CC4)CC3)cc2)cc1	x	91	97	97	94	106	98	102
CNC(=O)c1cc(-n2ccc3cc(NC(=S)Nc4ccc(Cl)c(Cl)c4)ccc32)ccn1	85	73	64	56	12	59	74	53
CC1OC(=O)C(C)C1=O (stereo unspecified)	96	85	96	69	102	109	93	82
CN(C)/C=C1\CC2C(=O)N(Cc3ccccc3Cl)C(N(C)C)N2C1=O (stereo unspecified)	92	112	105	101	104	102	104	91
c1ccc(SCCCc2ccncc2)cc1	98	67	98	64	95	113	82	80
O=C(NCCn1cc(C(O)c2cn(Cc3ccccc3)c3ccccc23)nn1)c1ccc(Cl)cc1 (stereo unspecified)	94	97	97	96	97	109	85	105
CCOC(=O)c1cn2c3c(c(C)cc(C)c3c1=O)C(=O)/C(=C/c1ccccc1)C2	97	85	105	94	83	107	79	90
O=C(NCCO)c1ccc2c(c1)nc(Nc1cccc(Cl)c1)c1ccncc12	101	108	x	98	86	103	100	91
CCCCCNC(C)(C)COC(=O)c1ccc([N+](=O)[O-])cc1	107	85	99	104	107	118	112	95
CC(=O)C(=Cc1ccc(Br)cc1)C(C)=O	98	91	93	123	92	107	116	110
Clc1ccc2oc3c(NCCCn4ccnc4)c4ccccc4nc3c2c1	74	47	50	33	78	59	66	19
NC(=S)NNC1CCCCC1	90	89	98	75	95	111	83	85
C#CCN1C(=O)/C(=c2\sc3n(c2=O)C2C(NN=3)N(CC)C(=O)N2CC)c2ccccc21 (stereo unspecified)	65	58	26	23	12	43	-4.9*	x
COC(=O)c1nc(=S)[nH]c(C(=O)OC)c1C(=O)c1ccc(OC)cc1	107	96	108	118	97	109	123	101
O=S(=O)(O)c1cc(O)c2ccccc2c1	93	81	104	80	99	114	92	103
O=C(Nc1ccccc1Cl)N1CCOCC1	106	x	113	102	106	117	125	101
COc1ccc2nc3ccccc3c(NCCNCCO)c2c1	-7.0*	-11*	-87*	-27*	-33*	-70*	-7.0*	11
CCCC1=C(C(=O)OCC)C(c2ccc(OC)cc2)NC(=O)N1 (stereo unspecified)	102	67	201	98	96	106	95	82
COC1=CC(=N/Cl)/C=CC/1=N/Cl	x	80	104	105	101	116	92	x
CCN1CCN(CCNc2nccc(-c3c(-c4ccc(F)c(O)c4)nc4occn34)n2)S1(=O)=O	48	69	22	23	-23*	42	34	9.4*
CCOC(=O)CCCCCN	x	x	106	108	98	114	109	102
CC(C)CC(CC(C)C)OB(OC(CC(C)C)CC(C)C)OC(CC(C)C)CC(C)C	108	85	x	106	100	118	96	100
N#Cc1c(NC(=O)Nc2ccccc2Br)sc2c1CCCC2	95	96	106	99	95	101	112	104
COC(=O)[C@]1(CCSC)N[C@H](c2cn(-c3ccccc3)nc2C)[C@@H]2C(=O)N(c3ccc(C)cc3)C(=O)[C@@H]21	106	x	97	90	115	109	99	x
O=C(Nc1ccc(CN2CCc3nc4cc(O)c(O)cc4cc32)cc1)c1cccc(Cl)c1Cl	x	96	93	108	97	108	98	99
Cc1ccc(N2COc3ccc4ccccc4c3C2)cc1	87&83	91&80	89&105	95&115	103&93	105&125	74&98	81&81
CN(C)c1ccc(/C=C2\N=C(c3ccccc3)OC2=O)cc1	96	109	105	100	108	108	98	98
Cn1cnc2c(=O)nc(N)n(C)c21	108	98	94	108	102	100	93	110
O=C1C2=C(C(=O)c3c(O)ccc(O)c31)N(c1ccc(N3CCOCC3)nc1)Cc1ccccc1O2	-9.8*	-66*	-89*	-23*	-75*	-77*	-13*	-10*
CC(C)NC(=O)C1(N2C(=O)c3ccccc3C2=O)CCCC1	109	93	102	95	101	110	115	101
NC(=O)c1c(NC(=O)c2ccc(C(F)(F)F)cc2)sc2c1CCC(=O)C2	25	-25*	-22*	12	-27*	4.0*	13	-5.0*
COc1ccc([C@H]2C(=O)N(c3cc(OC)c(OC)c(OC)c3)[C@@H]2c2ccc(OC)c(O)c2)cc1	46	6.8*	4.5*	22	-23*	64	27	19
Cc1[nH]c(-c2cc(N)ccc2Cl)c2c1C(=O)CCCC2	36	24	39	45	1.7*	59	16	52
COc1cc(NCC(O)CO)c2ncccc2c1 (stereo unspecified)	99	101	98	111	97	115	100	118
S=c1[nH]c(-c2ccccc2)cs1	x	63	100	99	94	106	x	98
Cc1noc(C)c1CSc1nc2cc(Cl)c(Cl)cc2[nH]1	60	90	108	89	96	105	80	x
CN(C)c1ccc(/C=C(/C#N)C(N)=O)cc1	84	104	109	85	95	110	117	95
Cc1ccnc(SC#N)n1	109	107	116	92	97	124	112	113
Fc1cc(-c2cnc3nonc3n2)c(Cl)cc1Cl	102	x	77	102	98	92	98	-13*

Following part
SMILES	EKVX	HOP-92	M14	A549/ATCC	SK-MEL-5	SK-MEL-28	HOP-62	CCRF-CEM
O=C(CC(=O)Nc1ccc(Oc2ncnc3scc(Nc4n[nH]c(=S)s4)c23)cc1)Nc1ccc(Br)cc1	101	x	98	101	98	110	100	76
Cc1ccc(-n2c(SCC(=O)Nc3ccc(-c4nc5ccccc5[nH]4)cc3)nc3ccccc3c2=O)cc1	111	107	113	98	98	103	101	103
CCOC(=O)c1c(C)oc2ncnc(Nc3ccc(OCc4ccc(Cl)c(Cl)c4)cc3)c12	102	116	101	96	103	102	101	110
CCn1c2ccccc2c2cc(-n3nncc3-c3ccccc3)ccc21	45	58	x	24	-12*	66	66	20
CCCCN(CCCC)CC(=O)c1ccc2cc(Br)c3ccccc3c2c1	94	x	97	91	103	102	88	89
CC1(C)OC[C@H]([C@@H]2OC(=C(c3ccccc3)c3ccccc3)[C@@H]3OC(C)(C)O[C@H]23)O1	103	x	99	90	105	x	89	89
COc1ccc(/C=N/N=C(/C)c2nnn(-c3ccc(Cl)cc3)c2C)cc1	97	79	94	94	97	100	95	101
O=C(Nc1ccncc1)C(=O)c1cn(S(=O)(=O)c2cccc3ccccc23)c2ccccc12	47	x	83	78	68	95	95	60
N#Cc1c(NC(=O)C(Cl)(Cl)Cl)sc2c1CCCC2	x	94	114	103	97	104	107	94
Cc1ccc(Nc2nc3c(s2)C2=CC[C@H]4[C@@H]5CC[C@H]([C@H](C)CCCC(C)C)[C@@]5(C)CC[C@@H]4[C@@]2(C)CC3)cc1	105	99	116	112	101	117	95	107
Nc1c(C(=O)N(c2ccccc2)c2ccccc2)sc2nc3c(cc12)C(=O)CCC3	x	103	94	90	102	116	99	96
Cc1ccc(S(=O)(=O)Nn2c(COc3ccccc3)nc3ccccc3c2=O)cc1	87	89	94	102	100	104	89	99
Cc1ccc(N(C(=O)C2CC2c2ccc(F)c(F)c2)C(C(=O)NCCN2CCOCC2)c2ccc([N+](=O)[O-])cc2)cc1 (stereo unspecified)	x	93	87	82	99	107	90	82
COc1ccc(-c2cc(-c3ccccn3)c(C#N)c(=O)[nH]2)cc1S(N)(=O)=O	92	106	91	109	108	101	98	99
COc1ccc([C@@H]2c3[nH]c4ccccc4c3CC3C(=O)N(C4CCN(Cc5c(F)cccc5F)CC4)CC(=O)N32)c(OC)c1 (stereo partly specified)	52[5.26 µM]	19[5.26 µM]	26[5.26 µM]	50[5.26 µM]	-9.2*[5.26 µM]	61[5.26 µM]	55[5.26 µM]	58[5.26 µM]
CSc1nn2c(-c3ccc(Cl)cc3)ccnc2c1C#N	88	79	99	60	98	95	89	94
CN1C(=O)N(C)C2C1NN=c1s/c(=C\c3ccc(F)cc3)c(=O)n12 (stereo unspecified)	64	47	23	25	32	59	47	18
C/C(=C(/c1ccc(Cl)cc1)c1ccc(OCCN2CCCC2)cc1)c1ccc(Cl)cc1	91	70	76	63	82	93	104	62
Cc1cccc2cc(C(c3nnnn3Cc3ccc4c(c3)OCO4)N3CCN(C)CC3)c(=O)[nH]c12 (stereo unspecified)	105	108	114	107	109	103	113	117
Nc1nc(-c2ccccc2)c(CCCOc2ccc([N+](=O)[O-])cc2)c(=O)[nH]1	101	75	115	104	100	116	107	91

Rewritten with two lines to a compound: entries from further up
Results follow in this order: EKVX	HOP-92	M14	A549/ATCC	SK-MEL-5	SK-MEL-28	HOP-62	CCRF-CEM
- O=C(Nc1ccc(CN2CCc3nc4cc(O)c(O)cc4cc32)cc1)c1cccc(Cl)c1Cl
→ x	96	93	108	97	108	98	99
- Cc1ccc(N2COc3ccc4ccccc4c3C2)cc1
→ 87&83	91&80	89&105	95&115	103&93	105&125	74&98	81&81
- CN(C)c1ccc(/C=C2\N=C(c3ccccc3)OC2=O)cc1
→ 96	109	105	100	108	108	98	98
- Cn1cnc2c(=O)nc(N)n(C)c21
→ 108	98	94	108	102	100	93	110
- O=C1C2=C(C(=O)c3c(O)ccc(O)c31)N(c1ccc(N3CCOCC3)nc1)Cc1ccccc1O2
→ -9.8*	-66*	-89*	-23*	-75*	-77*	-13*	-10*
- CC(C)NC(=O)C1(N2C(=O)c3ccccc3C2=O)CCCC1
→ 109	93	102	95	101	110	115	101
- NC(=O)c1c(NC(=O)c2ccc(C(F)(F)F)cc2)sc2c1CCC(=O)C2
→ 25	-25*	-22*	12	-27*	4.0*	13	-5.0*

Next compounds
SMILES	EKVX	HOP-92	M14	A549/ATCC	SK-MEL-5	SK-MEL-28	HOP-62	CCRF-CEM
COC(=O)[C@]12CC[C@@H](C)[C@H](C)[C@H]1[C@]13O[C@H](C1=O)[C@@H]1[C@@]4(C)CC[C@H](OC(C)=O)C(C)(C)[C@@H]4CC[C@@]1(C)[C@]3(C)CC2	106	96	97	87	116	109	82	93
COc1ccc(C2C3Cc4cc(OC)c(OC)cc4C3=NN2C(=O)Nc2c(C)cccc2C)cc1 (stereo unspecified)	105	83	101	91	103	98	109	77
Nc1cc2c(cc1Br)-c1ccc(F)cc1C2=O	78	78	115	103	101	116	91	84
COc1ccc2c(c1)c(CC(=O)[Se]C)c(C)n2C(=O)c1ccc(Cl)cc1	-27*	-6.9*	-14*	7.2*	-64*	-7.8*	-0.3*	13
N#Cc1ccc(-c2cn(CC(=O)Nc3nc4ccccc4s3)nn2)cc1	103	119	103	104	104	108	101	103
COc1ccc(/C=N/NC(=O)c2cn(C3CC3)c3c(OC)c(N4CC5CCCNC5C4)c(F)cc3c2=O)cc1 (stereo unspecified)	102	75	x	98	87	93	101	64
